Screening data from PubChem BioAssay.
ERa SRC1 inh: blocks coactivator binding to human estrogen receptor alpha; inhibition, % at 25.6 µM; P03372; actives 1.7% (n = 86,000); TR-FRET ER-alpha LBD / SRC-1 peptide, estradiol-bound; AID 629; in the data active = inhibition above about 50%;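 note: 0% = receptor plus peptide control and 100% = peptide only without receptor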
Target sequence (P03372 whole entry, looked up, the tested form may be a part): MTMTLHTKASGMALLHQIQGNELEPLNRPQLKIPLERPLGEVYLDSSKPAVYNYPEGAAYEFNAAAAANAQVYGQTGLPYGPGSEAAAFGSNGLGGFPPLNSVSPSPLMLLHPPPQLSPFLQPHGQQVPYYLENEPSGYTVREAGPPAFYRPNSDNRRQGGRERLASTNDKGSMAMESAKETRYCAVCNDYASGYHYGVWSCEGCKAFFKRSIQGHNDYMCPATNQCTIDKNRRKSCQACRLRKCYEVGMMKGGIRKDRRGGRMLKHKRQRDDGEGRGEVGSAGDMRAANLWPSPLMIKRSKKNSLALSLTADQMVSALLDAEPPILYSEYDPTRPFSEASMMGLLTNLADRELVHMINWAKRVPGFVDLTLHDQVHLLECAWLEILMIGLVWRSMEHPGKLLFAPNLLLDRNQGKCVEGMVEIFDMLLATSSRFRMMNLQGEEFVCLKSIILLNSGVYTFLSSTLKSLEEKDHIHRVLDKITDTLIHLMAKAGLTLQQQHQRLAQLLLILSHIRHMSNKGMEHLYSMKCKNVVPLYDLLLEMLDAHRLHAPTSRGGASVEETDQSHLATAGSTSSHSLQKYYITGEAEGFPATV
MT1-MMP txn act: activates MT1-MMP transcription; HT1080 MT1-MMP promoter luciferase reporter, luminescence, overnight; hits give high values; activation factor at 10 µM; actives 0.16% (n = 86,000); AID 750;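 active = activation factor of at least 2 for MT1-MMP transcription at 10 µM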
Ecoli WT expand: growth inhibitors of E. coli BW25113 wild type; OD600 absorbance; growth inhibition, % at 100 µM; AID 710; actives 0.15% (n = 98,000);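 active = growth inhibition above about 50% at one test dose, limit read from the data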;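 note: growth measured after 20 h incubation at 37 °C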
FAK inh: blocks human focal adhesion kinase activity; AID 727; actives 0.84% (n = 97,000); inhibition, %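 (tested at 7 µM)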; biochemical FAK kinase activity assay; Q05397; in the data active = inhibition above about 19%;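 note: 0% = DMSO and 100% = reference compound high control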
Mac1 fbg enh: CD11b/CD18-fibrinogen binding enhancement. K562 CD11b/CD18 adhesion to fibrinogen, ATPlite luminescence. AID 1499. activation, % at 10 µM. actives 0.07% (n = 93,000);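 active = 10 µM primary screen giving 50% or more activity, confirmed by 40% or more on retest at that dose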; note: strong numbers were not always called active; reference of the scale not given here
ERa SRC1 pot: ER-alpha (human) coactivator binding potentiation; P03372; TR-FRET ERalpha-LBD/SRC-Cy5 coactivator binding, 2 h; 100 = basal binding, no effect; coactivator binding (% of control), % at 25.6 µM; actives 1.3% (n = 86,000); AID 639; in the data active = activity above about 200%;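 note: binding measured in presence of low estradiol as agonist stimulus; 0% = peptide alone without receptor and 100% = receptor with peptide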
Mac1 fbg inh: CD11b/CD18-fibrinogen binding inhibition. P05107+P11215. K562 CD11b/CD18 adhesion to fibrinogen, ATPlite luminescence; Mn2+ added to activate the integrin. inhibition, % at 10 µM. actives 0.54% (n = 93,000);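 active = primary inhibition of 50% or more at 10 µM, then 40% or more on retest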; note: some results filed as inactive read as strong as hits
PLAP act: activators of human placental alkaline phosphatase; activation fold at 20 µM; purified PLAP enzyme, luminescent substrate read-out; hits give high values; actives 1.2% (n = 96,000); in the data active = activation fold above about 2
ERb SRC1 inh: ER-beta (human) coactivator binding inhibition; inhibition, % at 25.6 µM; Q92731; actives 1.3% (n = 86,000); TR-FRET ER-beta LBD / SRC1-Cy5 peptide binding; receptor agonist-loaded with 1 µM estradiol;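 active = compounds whose percent inhibition of the receptor-coactivator binding signal exceeds about 50% in the single-dose screen, limit read from the data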;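 note: 0% = receptor plus peptide wells without compound and 100% = peptide-only wells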
* marks the source's active call; other numbers are inactive results; / = not tested or not shown; [ ] = remark or other dose.

Order of values: ERa SRC1 pot	ERb SRC1 inh	Ecoli WT expand	PLAP act	Mac1 fbg enh	FAK inh	Mac1 fbg inh	MT1-MMP txn act	ERa SRC1 inh
(1) Cc1cc(C)cc(NC(=O)C2CCCN(c3nc(C)cc(C)n3)C2)c1 (stereo unspecified)
→ 90	75*[fluorescence artefact?]	-5	0.9	2	/	-9	1.2	4
(2) Cc1ccc(-c2nn[nH]n2)o1
→ 127[fluorescence artefact?]	-7	-2	1.2	-4	-3	2	1.1	-10
(3) COC(=O)c1ccc(NC(=O)CSc2nc3cccnc3n2C)cc1
→ 93	5	/	/	/	1	/	1	-6[fluorescence artefact?]
(4) CCN1C(=O)CC(N2CCN(c3ccc(OC)cc3)CC2)C1=O (stereo unspecified)
→ 121	-14	-5	1.1	-3	7	18	1.2	-1
(5) O=S(=O)(Nc1ccc(N2CCOCC2)cc1)c1ccccc1
→ 96	1	-6	1.1	0	0	-8	1.3	-10
(6) COC(=O)c1ccccc1NC(=O)CSc1nnc(C(C)NC(=O)c2ccc(Cl)cc2Cl)n1C (stereo unspecified)
→ 89[fluorescence artefact?]	-1[fluorescence artefact?]	3	1.5	-2	-2	2	/	18[fluorescence artefact?]
(7) NC(=O)CSc1ncc(-c2ccccc2)[nH]1
→ 107	-9	9	1.1	1	2	-6	1.3	-8
(8) c1ccc(Oc2cc(-n3cccn3)ncn2)cc1
→ 114	-9	4	1	3	2	-6	1.2	-8
(9) Cc1ccccc1C(=O)NC(=S)Nc1sc2c(c1C#N)CCC(C)C2 (stereo unspecified)
→ /	/	-12	0.9	-3	-3	-7	/	/
(10) CCN(CCNc1ccc(Cl)cc1[N+](=O)[O-])C(=O)c1cc([N+](=O)[O-])c(N(C)C)cc1OC
→ /	/	-8	0.8	-2	-2	-29	/	/
(11) CC(=O)Nc1ccc(-n2c(C)c(C(C)=O)c(C(C)=O)c2C)cc1
→ 105	1[fluorescence artefact?]	-6	0.9	-5	/	-10	1.2	2
(12) COc1ccccc1N(CCC#N)C(=O)CSc1ccc2c(c1)OCCO2
→ 106	2[fluorescence artefact?]	-5	1	-1	-2	3	1.1	-7
(13) Cc1ccc(C)c(N(CC(N)=O)S(C)(=O)=O)c1
→ 105	3[fluorescence artefact?]	5	0.8	0	-2	-8	1	23
(14) CCOc1cc(NC(=S)NCCCN2CCOCC2)c(OCC)cc1NC(=O)CC(C)C
→ /	/	-2	1.2	4	0	-5	/	/
(15) CCCN=CC1=C(O)CC(c2ccccc2)CC1=O (stereo unspecified)
→ 106	-5	/	/	/	1	/	1.1	0
(16) O=C(NCc1ccco1)c1ccc(Oc2ccccc2)cc1
→ /	/	2	0.8	1	3	10	/	/
(17) CC1Cn2c(nnc2C23CC4CC(CC(C4)C2)C3)S1 (stereo unspecified)
→ 111[fluorescence artefact?]	5	0	1.1	-5	2	-7	1.2	6
(18) COc1cc(S(=O)(=O)N(Cc2ccc(C)cc2)Cc2ccco2)ccc1-n1cnnn1
→ 117	7[fluorescence artefact?]	-6	0.9	0	0	-8	1.3	5[fluorescence artefact?]
(19) COc1cc2[nH]c(=O)n(CCC(=O)N3CCC(N4CCCCC4)CC3)c(=O)c2cc1OC
→ /	/	-4	1.2	4	-4	-9	/	/
(20) O=C(c1cccc2ccccc12)N1CCN(CC2CC=CCC2)CC1 (stereo unspecified)
→ 103	-7	-3	1.4	4	-1	17	1	2
(21) O=C1c2ccccc2CC1Sc1nnc(-c2ccncc2)o1 (stereo unspecified)
→ 86	7[fluorescence artefact?]	9	1.1	-2	2	2	1.2	19[fluorescence artefact?]
(22) Cn1c(SCC(=O)NC2CCCC2)nnc1-c1ccc(S(=O)(=O)N2CCOCC2)cc1
→ 95	5	-2	1.3	-2	-4	-4	1.2	-7
(23) O=C(NCc1cccnc1)c1cnc2n(c1=O)CCS2
→ 109	-6	/	/	/	-1	/	1.1	-5
(24) COc1ccc(C2c3c(oc4ccccc4c3=O)C(=O)N2CC2CCCO2)cc1 (stereo unspecified)
→ 84	16	8	1	-4	5	-10	1	4
(25) C=CCn1cnc2scc(-c3ccccc3)c2c1=O
→ 132	4	2	1	8	2	-2	1	-2
(26) Cc1ccc(C(=O)/C=C/c2c(C)nn(-c3ccccc3)c2Cl)cc1
→ /	/	-9	1.8	-4	-2	49	/	/
(27) COc1ccc2cc3cc(C(=O)NCc4ccccn4)oc3nc2c1
→ /	/	-19	1.2	/	0	/	1.2	/
(28) CC(=O)Oc1ccccc1C1OC(=O)c2ccccc2N1C(C)=O (stereo unspecified)
→ 131	-10	-1	1	3	4	-1	1.2	-3
(29) CCCCP(=O)(c1ccccn1)c1ccccn1
→ 109	15	/	1	-1	-2	8	1	14
(30) CC(=O)C1=C(C)NC(C)=C(C(C)=O)C1c1cccs1
→ /	/	2	1	2	-1	6	1	/
(31) COc1cccc(C(=O)N2CCCc3ccccc32)c1
→ 107	1	3	0.9	-3	-3	-7	1	-7
(32) CSCC[C@H](NC(=O)C1CCN(S(=O)(=O)c2ccc(C)cc2)CC1)C(=O)NCc1ccco1
→ 95[fluorescence artefact?]	21[fluorescence artefact?]	5	1.5	0	2	2	1.1	16[fluorescence artefact?]
(33) O=C(COC(=O)c1cccc(S(=O)(=O)N2CCOCC2)c1)Nc1nc(-c2ccccc2Cl)cs1
→ 99	-3	-7	1.1	/	0	/	1.3	-3
(34) Cc1nc(NC(C)c2ccccc2)c2c3c(sc2n1)CCC3 (stereo unspecified)
→ 90	-4	-7	0.9	-2	1	7	1.1	1
(35) Cc1cc(C)n(-c2nc3c(c(=O)n(C)c(=O)n3C)n2C)n1
→ 102	16	-6	1	0	/	-2	1.3	9
(36) Fc1cccc2sc(N3CCCCC3)nc12
→ 107	5	2	0.9	1	-1	-34	1.4	10
(37) Cc1onc(-c2ccccc2)c1C(=O)Nc1ccc(N2CCOCC2)cc1
→ /	/	-3	0.9	-3	-2	8	/	/
(38) CCOC(=O)c1c(N)sc(C(=O)N2CCCC2)c1C
→ 170	-20	0	0.9	0	-2	-14	1	-2
(39) C=CCC(c1ccccc1F)N(CCN1CCOCC1)C(=O)Nc1cccc(Cl)c1 (stereo unspecified)
→ 102	-7	-10	1.7	0	1	-8	1.1	-4
(40) O=C(NCCOc1cccc(Oc2ccccc2)c1)c1cc(-n2cnnc2)ccc1Cl
→ /	/	-4	1.5	2	3	9	/	/

Profiles from above. Order of values: ERa SRC1 pot | ERb SRC1 inh | Ecoli WT expand | PLAP act | Mac1 fbg enh | FAK inh | Mac1 fbg inh | MT1-MMP txn act | ERa SRC1 inh
Cc1cc(C)n(-c2nc3c(c(=O)n(C)c(=O)n3C)n2C)n1 is listed as 102 | 16 | -6 | 1 | 0 | / | -2 | 1.3 | 9
CC(=O)C1=C(C)NC(C)=C(C(C)=O)C1c1cccs1 is listed as / | / | 2 | 1 | 2 | -1 | 6 | 1 | /
Fc1cccc2sc(N3CCCCC3)nc12 is listed as 107 | 5 | 2 | 0.9 | 1 | -1 | -34 | 1.4 | 10

Next section:
Order of values: ERa SRC1 pot	ERb SRC1 inh	Ecoli WT expand	PLAP act	Mac1 fbg enh	FAK inh	Mac1 fbg inh	MT1-MMP txn act	ERa SRC1 inh
(41) CN=C1S/C(=C\c2ccc(N3CCOCC3)c(F)c2)C(=O)N1C
→ /	/	-9	0.8	-3	7	0	/	/
(42) CNC(=O)c1ccc(CNC(=O)OCC(F)(F)F)cc1
→ 118	-9	5	1.3	-2	2	-10	1.1	-6
(43) CNC(=O)/C=C1\NC(C)(C)Cc2c1ccc1ccccc21
→ 95	-8	6	1.5	/	4	/	1.2	-1
(44) CC1CCCC(C)N1C(=O)COC(=O)c1ccc[nH]c1=O (stereo unspecified)
→ 90	3	-2	1.1	/	6	/	1	-2
(45) CCn1c(C(O)c2cccc(OC)c2OC)nc2ccccc21 (stereo unspecified)
→ 104	-6	-8	1.1	2	0	-26	1.2	1
(46) Cc1ccc2[nH]c(=O)c(C(c3nnnn3CC3CCCO3)N3CCCc4ccccc43)cc2c1 (stereo unspecified)
→ /	/	-24	1.5	-1	-2	-3	1.1	/
(47) CCc1ccc2[nH]c(=O)c(CN(CCN3CCOCC3)C(=O)Nc3ccccc3F)cc2c1
→ 109	-3	13	1.4	-1	/	1	1.4	-1
(48) CCOC(=O)Cn1c(CN(Cc2ccccc2)Cc2ccccc2)nc2c1c(=O)[nH]c(=O)n2C
→ 96	-4	-8	1.4	/	0	/	1.2	1
(49) CN(C)c1nc(-c2ccccc2)nc(-c2ccc(Cl)cc2)c1C#N
→ 140	10	-7	1.2	1	1	23	/	24
(50) O=C(Cn1c(C(F)(F)F)nc2ccccc21)NCCN1CCCC1
→ 108	1	-12	1.4	4	0	-11	1	2
(51) COc1ccccc1OCc1nc(Cc2ccc(Cl)cc2)no1
→ 105	-9	3	0.7	-3	6	-14	1.2	-2
(52) COc1ccc(N=C2C(=O)Nc3c(C)cccc32)cc1
→ 105[fluorescence artefact?]	41	11	0.8	-3	-3	-17	1.1	22
(53) O=C(CN1C2CCCC1CC(NC(=O)c1ccccc1)C2)Nc1nccs1 (stereo unspecified)
→ 100	-23	/	/	/	0	/	1.1	-29
(54) O=C(C1CC1)N1CCc2cc(S(=O)(=O)NCCC3=CCCCC3)ccc21
→ 101	1	8	1.2	/	1	/	1.1	8
(55) CC(NC(=O)CC1Nc2ccccc2NC1=O)c1ccccc1 (stereo unspecified)
→ 117[fluorescence artefact?]	-8	7	1.1	7	/	-10	1.3	0
(56) CCc1nnc(NC(=O)c2cccnc2)s1
→ 92	5	-7	0.8	-1	0	-4	1.1	9[fluorescence artefact?]
(57) Cc1ccc(NCC(=O)N/N=C/c2cc3ccccc3nc2Cl)cc1
→ /	/	3	1.2	0	1	8	/	/
(58) O=C(O)C1CC=CCC1C(=O)NCc1ccc2c(c1)OCO2 (stereo unspecified)
→ 96	-9	/	/	/	1	/	1	-15
(59) COc1ccc(C(CC(=O)N2CCOCC2)C(C)C)cc1 (stereo unspecified)
→ 108	9[fluorescence artefact?]	5	/	/	7	/	1.2	3[fluorescence artefact?]
(60) Cc1c(/N=C/c2ccco2)n(Cc2ccccc2)c2ccccc12
→ /	/	-3	0.7	/	-4	/	1.1	/
(61) CCCCCC(=O)Nc1c(-c2cccs2)c(=O)c2ccccc2n1C
→ 99	4	-2	1.2	-2	-2	23	1.2	3
(62) COc1ccc(CN2CCOCC2)cc1OC
→ 100	-11	3	0.8	2	-2	-8	1.1	-22
(63) COC1(c2ccccc2)NC(=S)NN=C1c1ccccc1 (stereo unspecified)
→ 100	-3	-13	1	-2	-3	-8	0.9	-8
(64) Cc1cc(C)c2c(N)c(C(=O)NN3CC(=O)N(c4ccccc4F)CC3=O)sc2n1
→ /	/	-1	1	0	0	6	/	/
(65) Cc1ccsc1C(=O)Nc1ccccc1N1CCOCC1
→ /	/	3	1.1	-4	0	17	/	/
(66) CCSC1=NC(=O)/C(=C2/C=Cc3ccccc3N2CC)S1
→ 147[fluorescence artefact?]	-15[fluorescence artefact?]	-8	0.9	-2	-1	-12	1.1	4
